Rab7 wt GTP bind: modulators of GTP binding to dog Rab7 wildtype GTPase | GST-Rab7 beads, fluorescent GTP binding, flow cytometry; actives lie on both sides; untreated = 100%, excess cold GTP = 0% | AID 758 | 0.055% of 190,000 active | GTP binding activity (percent of control), % at 10 µM;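 active = fluorescent GTP binding to Rab7 beads changed by at least 20 points from the 100% baseline, either direction, mostly lower; inconclusive = compound itself probably fluorescent, or too few beads counted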;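 also: median green fluorescence of bound Bodipy-FL-GTP per Rab7 bead population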
Cdc42 wt: human Cdc42 wildtype GTP binding change, either direction | GST-Cdc42 beads, Bodipy-GTP binding, flow cytometry; actives lie on both sides | P60953 | AID 761 | 0.2% of 190,000 active | percent activity (GTP binding), % at 10 µM;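 active = percent activity GTP binding at least 20 points away from the 100% baseline, either down as inhibitor or up as activator; inconclusive = compound flagged as likely green fluorescent from well-wide comparison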;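 also: median bead fluorescence of bound Bodipy-FL-GTP at 100 nM; 0% = excess unlabeled GTP control and 100% = no compound control; below 100% means less GTP binding so inhibitor and above means activator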
Target sequence (P60953 whole entry, looked up): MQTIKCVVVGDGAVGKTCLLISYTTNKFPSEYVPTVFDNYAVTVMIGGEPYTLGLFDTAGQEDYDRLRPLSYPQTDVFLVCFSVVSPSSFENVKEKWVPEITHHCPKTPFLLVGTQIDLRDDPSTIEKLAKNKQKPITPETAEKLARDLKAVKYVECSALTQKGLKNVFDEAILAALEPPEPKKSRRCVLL
Avidin bead fluor: compound fluoresces at 488/530 nm on avidin beads | compound fluorescence 488/530 nm, flow cytometry; stronger effect = higher value | 0.38% of 220,000 active | fluorescence (KMESF) at 10 µM; in the data active = fluorescence above about 47; also: inactives centre near 10
GSH bead fluor: compound fluoresces at 488/530 nm on GSH beads | 0.25% of 190,000 active | fluorescence (KMESF) at 10 µM | AID 1776 | GSH beads flow cytometry, compound fluorescence 488/530 nm; stronger effect = higher value; in the data active = fluorescence above about 89;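 also: glutathione beads carrying GST-tagged Bcl family fusion proteins plus one bare bead set; values are compound well signal with DMSO vehicle wells as background; inactives centre near 16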
ABCB1 inh: human ABCB1 inhibition, ABCG2 as counter-screen; CCRF-Adr cells, JC-1 efflux, flow cytometry; inhibition, % at 6.6 µM; AID 1326; 0.067% of 190,000 active; in the data active = inhibition above about 40%;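 also: 0% = vehicle and 100% = reference inhibitor; higher value means more JC-1 retained so stronger ABCB1 efflux block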
Pf gamet viab: P. falciparum stage V gametocyte viability inhibition; P. falciparum stage V gametocytes, ATP luminescence, 24 h; inhibition, % at 10.9 µM; 0.065% of 150,000 active; AID 743093;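 active = inhibition above the mean plus 3 SD of compounds within the control limits, set per campaign, cut at about 38% in these data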;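 also: 0% = DMSO wells and 100% = medium only without gametocytes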
Rab2 wt GTP: changes GTP binding to wildtype dog Rab2A, up or down | GST-Rab2 wt beads, Bodipy-GTP binding, flow cytometry | GTP binding activity, % at 10 µM | 0.19% of 190,000 active | AID 760;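 active = GTP binding activity at least 20 points away from 100%, either lowered or raised; inconclusive = signal likely due to the compound's own green fluorescence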;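 also: 0% = beads with excess unlabeled GTP and 100% = no-compound control corrected for plate trend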
Rac1 wt GTP bind: alters GTP binding to wildtype human Rac1. P63000. GST-Rac1 beads, fluorescent GTP binding, flow cytometry; actives lie on both sides; 0 = cold GTP competed, 100 = untreated. GTP binding activity (% of control), % at 10 µM. 0.27% of 190,000 active. AID 757;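 active = GTP binding activity at least 20 points away from the 100% control level, either lower or higher; inconclusive = compound flagged as likely green fluorescent, judged across all proteins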
ABCG2 inh: inhibitors of human ABCG2 transporter, ABCB1 counter-screen; Q9UNQ0; IgMXP3 cells, JC-1 efflux, flow cytometry; inhibition, % at 6.6 µM; 0.1% of 190,000 active; AID 1325;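 active = inhibition above 80%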;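 also: 0% = DMSO and 100% = nicardipine control wells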
Target sequence (Q9UNQ0 whole entry, looked up): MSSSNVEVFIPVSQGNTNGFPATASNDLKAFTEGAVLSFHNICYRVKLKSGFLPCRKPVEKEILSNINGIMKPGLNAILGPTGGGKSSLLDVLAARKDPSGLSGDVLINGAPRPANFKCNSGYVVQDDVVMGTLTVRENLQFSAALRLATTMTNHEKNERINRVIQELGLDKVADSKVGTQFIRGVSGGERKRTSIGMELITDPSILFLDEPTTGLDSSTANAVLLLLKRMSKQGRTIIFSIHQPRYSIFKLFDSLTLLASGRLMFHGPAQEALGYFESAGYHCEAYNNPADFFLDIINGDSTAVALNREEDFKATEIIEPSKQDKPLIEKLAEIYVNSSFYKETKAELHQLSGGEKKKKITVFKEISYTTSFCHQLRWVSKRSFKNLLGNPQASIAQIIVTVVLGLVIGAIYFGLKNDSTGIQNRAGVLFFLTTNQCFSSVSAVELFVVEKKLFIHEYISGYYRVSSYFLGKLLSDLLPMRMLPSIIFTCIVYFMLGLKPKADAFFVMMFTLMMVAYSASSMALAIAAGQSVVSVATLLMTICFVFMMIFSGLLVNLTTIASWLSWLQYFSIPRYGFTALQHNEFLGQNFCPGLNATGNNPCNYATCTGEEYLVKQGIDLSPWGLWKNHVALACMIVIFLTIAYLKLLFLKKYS
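material = IgMXP3 (ABCG2) plus far-red-tagged CCRF-Adr (ABCB1) cells | amount = 3 million cells/mL, equal mix of both lines | also added = JC-1 transporter substrate | dosing = one concentration, 6.6 µM final | schedule = 10 min at 25 °C | measured by = flow cytometric JC-1 green MFI at 530 nm | read-out basis = percent efflux inhibition, scaled nicardipine 100% to DMSO 0%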
Rac1 act GTP bind: modulators of GTP binding to human Rac1 activated mutant | P63000 | GST-Rac1 activated beads, fluorescent GTP binding, flow cytometry; actives lie on both sides; 100% means binding = to untreated wells | percent activity (GTP binding), % at 10 µM | 0.11% of 190,000 active | AID 764;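 active = GTP binding at least 20 percentage points away from the 100% baseline, in either direction, so actives lie on both sides; inconclusive = Compound likely fluorescent itself, or too few beads counted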
HRas wt GTP: human HRas wildtype GTP binding, change in either direction | P01112 | GST-Ras wt beads, Bodipy-FL-GTP binding, flow cytometry; actives lie on both sides | GTP binding activity, % at 10 µM | 0.14% of 190,000 active | AID 759;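 active = GTP binding activity at least 20% away from the 100% baseline, either lowered as inhibitor or raised as activator; inconclusive = flagged as likely green fluorescent, judged across all proteins in the well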;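 also: 0% = unlabeled GTP competition control and 100% = no-compound control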
Target sequence (P01112 whole entry, looked up): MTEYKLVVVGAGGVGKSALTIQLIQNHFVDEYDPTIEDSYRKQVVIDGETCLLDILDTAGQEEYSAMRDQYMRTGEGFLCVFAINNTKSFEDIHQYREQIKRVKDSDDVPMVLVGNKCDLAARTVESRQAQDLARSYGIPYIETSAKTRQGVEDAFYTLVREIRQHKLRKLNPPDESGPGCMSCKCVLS
The depositor's hits bear a star; ? = inconclusive; · = no result given.

#	SMILES	Rab7 wt GTP bind	Cdc42 wt	Avidin bead fluor	GSH bead fluor	ABCB1 inh	Pf gamet viab	Rab2 wt GTP	Rac1 wt GTP bind	ABCG2 inh	Rac1 act GTP bind	HRas wt GTP
1	Cc1cccc(OCC(O)Cn2c(NCCCOC(C)C)nc3c2c(=O)[nH]c(=O)n3C)c1 (stereo not given)	98	102	29	22	1.4	10	101	106	25	101	99
2	CCOc1ccccc1NC(=O)C(=O)NCCC1=CCCCC1	95	98	8	19	1.4	-4	95	98	6	95	98
3	CC(Sc1ncnc2sccc12)C(=O)Nc1ccc(C(N)=O)cc1 (stereo not given)	94	96	8	13	-0.9	-6	99	104	7	96	101
4	COc1ccc(OC2C(=O)N(Cc3ccc4c(c3)OCO4)C2c2sccc2C)cc1 (stereo not given)	?	?	12	22	1.9	·	?	?	4	?	?
5	COc1cc(CN2CCN(c3cccc(Cl)c3)CC2)cc(OC)c1OC	101	102	5	20	4.5	3	99	103	-5	98	100
6	Cc1nn2c3ccccc3n(CC(=O)c3cccs3)c2nc1=O	96	95	18	20	0.2	-18	93	100	1	93	96
7	CC(C)NC(=S)Nc1ccc(S(=O)(=O)Nc2ncccn2)cc1	99	102	3	6	0.3	23	101	106	2	103	103
8	COc1cnn(-c2ccc(C)cc2)c(=O)c1SCc1ccccc1	96	101	30	25	1.2	·	99	104	35	98	99
9	c1ccc(Cn2cc(CN3CCCCO3)c(-c3ccc4c(c3)OCO4)n2)cc1	97	98	7	16	0.2	10	99	96	6	95	96
10	CC1CC(C)CN(CC(=O)N2CCCc3c2c(=O)oc2ccc(OCc4ccccc4)cc32)C1 (stereo not given)	?	?	18	13	1.7	·	?	?	10	?	?
11	Cc1ccc(-c2nnc(NCc3nc4ccccc4[nH]3)c3ccccc23)cc1S(=O)(=O)N(C)C	103	103	7	17	-0.6	-7	100	103	3	102	101
12	COC(=O)c1cnc2c(c1C(=O)OC)c(=O)n(C)c(=O)n2C	101	100	18	9	0.5	22	98	101	21	99	99
13	O=c1c2ccccc2nnn1CSc1ccc2c(c1)OCCO2	?	?	34	20	0.2	-17	?	?	1	?	?
14	Cc1nc(SCc2cccc(F)c2)[nH]c(=O)c1C#N	96	99	14	32	0.1	·	98	98	1	97	98
15	COc1ccc(Cl)cc1NC(=O)CN1c2ccccc2CC1C (stereo not given)	?	?	27	11	1.0	-11	?	?	4	?	?
16	Nc1nnc(SCc2cn3cc(Cl)ccc3n2)s1	99	96	5	22	0.3	-3	99	95	1	97	95
17	O=C(Nc1ccc(Cl)cc1)C1CCC(=O)N1Cc1ccccc1Cl (stereo not given)	94	98	14	42	1.0	-13	95	96	4	95	96
18	O=C(Cc1cccs1)NCCn1ccc2ccccc21	104	105	6	17	0.3	·	104	105	1	101	103
19	N#Cc1c(NC(=O)CSc2nnc(-c3ccccc3)o2)sc2c1CCCC2	97	98	6	27	-2.2	·	97	99	-3	97	98
20	CC(/C=C/c1ccccc1)=N/NC(=O)c1cccc(Br)c1	98	96	9	14	-0.9	6	97	97	2	95	95
21	O=C(Nc1ccc(-n2cnnn2)cc1)C1CCCN1C(=O)NC1CCCCC1 (stereo not given)	103	104	32	21	-0.7	·	104	105	-11	100	103
22	CCOC(=O)c1nc(C)[nH]c1C(=O)OCC	103	106	7	6	0.3	-13	103	108	0	101	104
23	O=C(NCc1cccs1)C1CCN(S(=O)(=O)c2cccc3nsnc23)CC1	94	105	10	33	1.8	-4	103	100	4	99	102
24	COCCn1c(SCC(=O)c2ccc3c(c2)OCCO3)nnc1-c1ccoc1C	103	100	13	37	1.2	·	101	107	9	98	102
25	Cn1c(=O)c2c(ncn2CC(=O)Nc2ccc(Cl)cc2Cl)n(C)c1=O	99	102	17	33	-0.2	·	99	103	12	101	102
26	CC1(C)OC(=O)C(=C2CCCN2)C(=O)O1	97	100	47	11	0.2	·	101	101	3	98	97
27	Cc1ccc(-c2cc(C(=O)NCc3cnn(C)c3C)c3cc(Br)ccc3n2)cc1	97	99	3	43	0.5	·	100	100	1	99	96
28	COCCOC(=O)C1=C(C)NC2=C(C(=O)CC(C)(C)C2)C1c1ccc2c(c1)OCO2 (stereo not given)	98	98	9	49	3.2	-7	96	95	8	94	97
29	CCOC(=O)c1cc2c(=O)[nH]ccc2nc1C	?	?	9	28	-0.1	·	?	?	12	?	?
30	Cc1ccc2nc(Nc3ncc4c(n3)CC(C)(C)CC4=O)nc(C)c2c1	101	96	10	10	1.1	15	97	97	4	96	98
31	CCOC(=O)CSc1nc2c(c(=O)n(C)c(=O)n2C)n1CCCc1ccccc1	105	102	7	269*	1.5	·	106	110	4	105	108
32	COc1ccc(C(=O)Nc2ccc(S(=O)(=O)NC(C)=O)cc2)cc1	99	100	17	36	1.1	·	100	106	0	96	101
33	COC(=O)c1cc(=O)n(Cc2ccccc2)c(=NCc2ccccc2)s1	102	96	11	11	-0.3	-13	99	100	0	97	97
34	CCCCCNC(=O)Cc1ccc(OC)cc1	100	97	8	37	0.0	12	100	99	0	98	99
35	COc1ccc(-c2cn(-c3ccc(OC)cc3)c(=S)[nH]2)cc1	102	101	16	10	-0.3	10	102	102	7	100	103
36	OCCN1CCN(c2ncnc3c2c(-c2ccccc2)cn3-c2ccc(Br)cc2)CC1	91	99	9	16	1.2	6	91	97	0	94	94
37	CC(C)(C)C(=O)Cn1c(NCCO)nc2ccccc21	97	104	6	30	-0.3	·	101	106	6	100	103
38	O=C(OCc1nc2ccccc2[n+]([O-])c1C(=O)c1ccccc1)c1cccs1	99	96	12	4	1.1	-15	99	101	11	97	100
39	COc1cc(C2SCC(=O)N2CCc2ccc(OC)c(OC)c2)ccc1O (stereo not given)	100	97	4	21	-0.2	15	96	98	1	97	93
40	O=C(c1ccccc1)c1ccc(OCCOCCN2CCN(Cc3ccccc3)CC2)cc1	99	97	8	18	1.6	31	95	98	8	97	95
41	Oc1ccc(/C=N/NC2=NCCCCC2)c(O)c1	98	99	8	44	-0.5	13	96	96	1	95	96
42	COc1ccc(-c2nn(C)c(=O)c3ccccc23)cc1CNS(C)(=O)=O	100	104	19	29	0.4	·	102	104	3	101	102
43	CN(C)/C=N/c1sccc1C(N)=O	100	103	10	56	0.1	·	100	106	0	100	102
44	CCO[C@@H]1OC(C(=O)N2CCN(Cc3ccc4c(c3)OCO4)CC2)=C[C@H](c2ccc(C(F)(F)F)cc2)[C@H]1CCCO	105	94	5	21	3.1	·	98	98	7	95	98
45	COc1ccc(NC(=O)CN(C)S(=O)(=O)c2cccc3nsnc23)cc1	97	100	5	11	1.2	·	97	99	6	98	97
46	COCCN1CCc2c(C)nc3c(-c4ccc(OC)c(OC)c4)cnn3c21	100	99	22	17	1.0	-27	96	96	30	98	96
47	Cc1cccc(C(=O)O/N=C/c2c(N3CCOCC3)n(C)c3ccccc23)c1	100	106	13	22	2.8	·	106	107	24	104	105
48	CCOC(=O)CCC(=O)Nc1ccc(S(=O)(=O)N2CCCCC2)cc1	106	97	11	18	0.1	10	99	101	1	96	101
49	CCCCN(C(=O)CCC(=O)Nc1cc(C)on1)C(C(=O)NC(C)(C)C)c1cccc(OC)c1OC (stereo not given)	101	103	14	24	1.1	3	103	106	3	102	103
50	Cc1cc[n+](CC(=O)N2CCCc3ccccc32)cc1	92	96	11	13	0.8	·	95	99	1	94	94
51	O=C(CSc1nc2ccccc2c(=O)n1-c1ccc(F)cc1F)Nc1ccc2c(c1)CCC2	99	102	14	6	2.0	8	99	104	3	101	101
52	Cc1ccc(C(CC(=O)c2ccco2)SCCO)cc1 (stereo not given)	94	99	11	36	-0.8	·	98	101	2	99	100
53	COc1ccc(C2NC(=S)NC(C)=C2C(=O)Nc2ccccn2)cc1OC (stereo not given)	98	101	2	12	0.2	16	98	102	2	103	100
54	N#CCSc1nnc(-c2cnccn2)n1Cc1ccccc1	100	102	7	17	0.0	·	103	108	-1	100	103
55	COC(=O)c1cc(COc2ccc3oc(C)c(C(=O)OC(C)C)c3c2)c(C)o1	102	102	10	12	1.2	8	99	106	5	98	100
56	Cc1ccc(S(=O)(=O)NCCOC(=O)Nc2sc(=S)n(C)c2C)cc1	98	94	7	53	0.1	·	93	93	1	91	95
57	CCSc1nc(-c2cccs2)nc2ccccc12	103	93	5	16	-0.7	-8	98	95	3	93	96
58	CCC(CC)C(=O)Nc1cc(C)c2c(=O)oc3ccccc3c2n1	97	93	9	20	-1.2	·	93	96	1	95	94
59	Cc1ccc(S(=O)(=O)N(C)Cc2ccc(C(=O)NN=C3C4CC5CC(C4)CC3C5)cc2)cc1	102	104	9	19	-0.3	11	100	108	-5	100	100
60	Cc1nccn1CCCNCc1c(C(=O)N2CCCCCCC2)nc2ccc(Cl)cn12	108	98	8	15	0.3	12	103	102	1	97	99

3 entries already listed, sorted by the number in GSH bead fluor, smallest number first.
| no. | Compound | GSH bead fluor |
| --- | --- | --- |
| 53 | COc1ccc(C2NC(=S)NC(C)=C2C(=O)Nc2ccccn2)cc1OC (stereo not given) | 12 |
| 58 | CCC(CC)C(=O)Nc1cc(C)c2c(=O)oc3ccccc3c2n1 | 20 |
| 49 | CCCCN(C(=O)CCC(=O)Nc1cc(C)on1)C(C(=O)NC(C)(C)C)c1cccc(OC)c1OC (stereo not given) | 24 |

Additional entries follow.
#	SMILES	Rab7 wt GTP bind	Cdc42 wt	Avidin bead fluor	GSH bead fluor	ABCB1 inh	Pf gamet viab	Rab2 wt GTP	Rac1 wt GTP bind	ABCG2 inh	Rac1 act GTP bind	HRas wt GTP
61	COc1ccc(-c2nc3ccc(N4CCN(C)CC4)cc3c(=O)[nH]2)cc1	96	95	11	12	2.1	11	94	94	14	94	95
62	Cc1ccc(S(=O)(=O)N2CCC(=O)N(CCO)CC2)cc1	107	103	10	19	0.0	13	101	104	-1	99	101
63	CNC(=O)COC(=O)c1cc(F)c(F)cc1Cl	?	?	10	26	-0.1	-12	?	?	0	?	?
64	CCOC(=O)C1CCN(C(=O)C(C)Oc2ccc(Br)cc2)CC1 (stereo not given)	105	97	20	11	0.6	-17	99	99	2	95	98
65	COCCN(C(=S)Nc1c(C)cccc1C)C(C)c1cccnc1 (stereo not given)	96	95	4	9	1.4	3	97	102	18	100	100
66	COCCNS(=O)(=O)c1cc(C(=O)O)ccc1OC	104	97	10	14	0.0	·	99	99	3	93	98
67	CC(Oc1ccc(Cl)cc1Cl)C(=O)Nn1cnnc1 (stereo not given)	98	101	5	14	0.3	·	101	104	1	99	102

Compound activity from PubChem BioAssay.
